Compound activity as filed in PubChem BioAssay.
KB-V1 cytotox: kills drug-selected multidrug resistant KB-V1 cells | KB-V1 MDR cells viability, CellTiter-Glo, 72 h | Potency, µM (series often up to 46.1 µM), for inactives: at the top dose activity change, negative = cytotoxicity, usual class: cytotoxic | actives 3.4% (n = 400,000) | AID 1347076; further: potency means the concentration at half of the fitted maximal effect; on the % scale 0 is the no-effect control and ±100 the full control effect; nearly all actives have a fitted effect of over 60% in size
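Drug-selected KB-V1 cells, grown in DMEM lacking phenol red with 10% FBS, receive compound titrations; after three days at 37 degrees C, surviving cell ATP is quantified by CellTiter-Glo luminescence and responses normalized and curve-fitted.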
HT1080 IDH1KD tx: HT-1080 IDH1 knockdown cell toxicity (counter line); AID 686971; actives 2% (n = 360,000); Potency, µM (doses to about 46.1 µM), for the others: at the top dose activity, negative = toxicity, hits mostly cytotoxic; HT-1080 IDH1 knockdown viability, ATP luminescence, 48 h;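 further: potency means the concentration at half of the fitted maximal effect; 0% = DMSO wells and -100% = cell-free medium wells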
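Using the IDH1-knockdown HT-1080 line run in the same batch and compound series as the NT line, viability after 48 h at 37 °C was determined by CellTiter-Glo luminescence and expressed as % activity.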
DRD3 antagonist: blocks the human D3 dopamine receptor. D3R cells, DiscoveRx beta-arrestin luminescence, antagonist mode; active compounds read low. max response, negative = inhibition, %. actives 2.5% (n = 360,000); in the data active means max response below about -50%; inconclusive means no clear call, values can overlap the other calls; further: on the % scale 0 is the no-effect control and ±100 the full control effect; mostly tested at two doses, the higher about 12 µM
Target sequence (P35462 whole entry, looked up): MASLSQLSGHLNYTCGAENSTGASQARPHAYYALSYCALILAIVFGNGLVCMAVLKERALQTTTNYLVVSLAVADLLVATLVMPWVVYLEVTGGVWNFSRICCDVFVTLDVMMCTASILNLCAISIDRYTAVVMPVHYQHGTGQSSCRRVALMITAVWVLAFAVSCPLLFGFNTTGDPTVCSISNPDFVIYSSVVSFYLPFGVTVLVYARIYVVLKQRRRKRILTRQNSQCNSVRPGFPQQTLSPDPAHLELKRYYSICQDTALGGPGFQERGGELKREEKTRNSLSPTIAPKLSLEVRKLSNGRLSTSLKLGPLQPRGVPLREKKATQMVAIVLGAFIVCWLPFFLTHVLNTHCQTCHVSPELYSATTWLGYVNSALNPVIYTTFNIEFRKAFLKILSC
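Cells expressing the human receptor were seeded at 1500 cells/well, incubated overnight at 37 degrees C in 5% CO2, then exposed to library compounds with dopamine controls for 90 minutes at 37 degrees C before luminescent detection.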
GLP-1R agonist: agonists of human GLP-1 receptor. HEK293 GLP-1R CRE-luciferase, luminescence, 4-6 h; cells express a hypersensitive GLP-1R form. Potency, µM (series often up to 45.6 µM), for the others: at the top dose activation, actives largely listed as activators. P43220. AID 624172. actives 0.007% (n = 380,000); further: potency means the concentration at half of the fitted maximal effect; % of control where 0% means no effect
Target sequence (P43220 whole entry, looked up): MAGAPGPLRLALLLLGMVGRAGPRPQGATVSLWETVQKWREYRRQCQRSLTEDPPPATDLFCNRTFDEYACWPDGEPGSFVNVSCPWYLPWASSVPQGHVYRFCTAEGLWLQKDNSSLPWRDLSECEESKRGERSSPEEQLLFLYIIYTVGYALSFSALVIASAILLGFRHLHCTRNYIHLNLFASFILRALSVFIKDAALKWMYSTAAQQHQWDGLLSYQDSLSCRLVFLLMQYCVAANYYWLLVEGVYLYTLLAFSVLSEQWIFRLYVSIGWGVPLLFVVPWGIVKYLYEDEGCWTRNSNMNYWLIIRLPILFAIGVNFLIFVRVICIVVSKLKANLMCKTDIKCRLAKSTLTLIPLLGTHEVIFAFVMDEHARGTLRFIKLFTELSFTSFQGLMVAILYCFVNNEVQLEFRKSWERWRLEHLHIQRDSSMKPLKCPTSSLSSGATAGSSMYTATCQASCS
HT1080NT lethal: kills 2HG-producing HT-1080-NT fibrosarcoma cells | HT-1080-NT fibrosarcoma viability, CellTiter-Glo ATP luminescence, 48 h | Potency, µM (top dose mostly 46.1 µM), without a hit: at the highest dose activity, negative = less viability, most hits filed as cytotoxic | actives 1.6% (n = 360,000);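 further: NT is the 2HG producing partner of a matched IDH1 knockdown line; potency means the concentration at half of the fitted maximal effect; 0% = DMSO-treated cells and -100% = media-only wells without cells; nearly all actives have a fitted effect of over 55% in size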
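Viability by CellTiter-Glo luminescence after 48 h compound exposure at 37C of HT-1080-NT cells (750/well, RPMI, 5% FBS). % activity scaled between DMSO wells and medium-only wells, then curve-fitted and categorized by curve class.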
DRD3 agonist: agonists of human D3 dopamine receptor. P35462. D3R DiscoveRx beta-arrestin cells, luminescence, 90 min. max activation, %. actives 0.58% (n = 410,000). AID 652048; in the data active means max activation above about 30%; further: 0% is about no effect; mostly tested at two doses, the higher about 12 µM
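Agonist mode: compounds and dopamine controls were applied to plated cells for 90 min at 37 degrees C after an overnight attachment at 1500 cells/well. Luminescent read-out followed 30 - 60 minutes at room temperature with DiscoveRx detection reagent.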
SW480 rereplic: inducers of DNA re-replication in SW480 colon cancer cells. SW480 DNA re-replication, Hoechst DNA content imaging, 48 h. Potency, µM (doses to about 46.1 µM), for the others: at the highest dose re-replication activation, most hits filed as activators. actives 1.8% (n = 340,000). AID 624297; further: potency means the concentration at half of the fitted maximal effect; % of control where 0% means no effect; nearly all actives have a fitted effect of over 55% in size
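Per well, 250 cells were exposed to pinned compound for 48 hr. Nuclear DNA was visualised with Hoechst (40 min, 37 C) and total object intensity recorded by fluorescence scanning.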
IL1B secr inh: inflammasome signaling inhibition, IL-1 beta readout; THP-1 LPS/ATP IL-1B secretion, AlphaLISA, 16 h; active compounds read low; activity change, % at 57.5 µM; actives 4.7% (n = 360,000); AID 743279; in the data active means activity change below about -50%; inconclusive means mostly about -30% to -49%; further: on the % scale 0 is the no-effect control and ±100 the full control effect
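THP-1 cells pretreated 1 hr with compounds (up to 57.5 uM final), then stimulated with LPS (250 ng/mL final) plus ATP (1.25 mM final); secreted IL-1B measured by AlphaLISA after 16 hr, decreased signal indicating inhibition.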
KB-3-1 cytotox: KB-3-1 parental cell cytotoxicity; KB-3-1 viability, CellTiter-Glo ATP luminescence, 72 h; Potency, µM (series often up to 46.1 µM), without a hit: top-dose activity change, negative = cytotoxic, usual class: cytotoxic; actives 1.4% (n = 400,000); AID 1347075; further: potency means the concentration at half of the fitted maximal effect; on the % scale 0 is the no-effect control and ±100 the full control effect; nearly all actives have a fitted effect of over 60% in size
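KB-3-1 cells, DMEM (no phenol red) + 10% FBS; compound by pin transfer, 72 h, 37 °C. Readout: CellTiter-Glo luminescence after 10 min. Data normalized, curve-fitted.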
The depositor's hits bear a star; & = joins results of further samples; [ ] = another dose, or the depositor's remark. Unless noted, the call rests on the fitted dose curve; in most records, active means well fitted curve in the direction sought with a large enough effect; inconclusive means small, poorly fitted or top-dose-only effect, or another doubt; inactive means no such curve, though single readings can be large; an effect the other way counts as inactive or inconclusive.

For CCOC(=O)C1=C(c2ccccc2)OC(N)=C(C#N)C1c1ccc(Cl)s1 (stereo not drawn) the results were KB-V1 cytotox -3%, HT1080 IDH1KD tx inconclusive, DRD3 antagonist -4, GLP-1R agonist -3%, HT1080NT lethal -11%, DRD3 agonist -2, SW480 rereplic 3%, IL1B secr inh -23 and KB-3-1 cytotox 0%.
`COc1cc(OC)c2ccc(=O)oc2c1C(CC(=O)N1CCCC1)c1ccc2c(c1)OCO2` (stereo not drawn) gave KB-V1 cytotox 8%, HT1080 IDH1KD tx 2%, DRD3 antagonist 10, GLP-1R agonist 3%, HT1080NT lethal -4%, DRD3 agonist 2, SW480 rereplic 2%, IL1B secr inh 1 and KB-3-1 cytotox 6%.
O=c1nc(N/N=C/c2ccco2)cn[nH]1 was read as KB-V1 cytotox 8%, HT1080 IDH1KD tx inconclusive, DRD3 antagonist -11, GLP-1R agonist 5%, HT1080NT lethal 13%, DRD3 agonist -12, SW480 rereplic 0%, IL1B secr inh -10 and KB-3-1 cytotox 7%.
Screening COc1ccc(CC(=O)Nc2cccc(-c3ccc4nnc(C)n4n3)c2)cc1OC returned KB-V1 cytotox 1%, HT1080 IDH1KD tx -17%, DRD3 antagonist 9, GLP-1R agonist inconclusive, HT1080NT lethal -20%, DRD3 agonist 6, SW480 rereplic -9%, IL1B secr inh inconclusive and KB-3-1 cytotox -16%.
Screening O=[N+]([O-])c1ccc2nn(Cc3ccccc3)cc2c1 returned KB-V1 cytotox -5%, HT1080 IDH1KD tx 2%, DRD3 antagonist 1, GLP-1R agonist -6%, HT1080NT lethal -1%, DRD3 agonist -7, SW480 rereplic -8%, IL1B secr inh -13 and KB-3-1 cytotox 1%.
Screening Cc1ccccc1OCCn1cc(/C(N)=N/O)c2ccccc21 returned KB-V1 cytotox inconclusive, HT1080 IDH1KD tx -27%, DRD3 antagonist 47, GLP-1R agonist 28%, HT1080NT lethal inconclusive, DRD3 agonist 27, SW480 rereplic 1%, IL1B secr inh -12 and KB-3-1 cytotox -8%.
`CC(=O)N1CCN(c2ccc(NCc3ccc(C)s3)cc2)CC1` gave KB-V1 cytotox -3%, HT1080 IDH1KD tx 0%, DRD3 antagonist 0, GLP-1R agonist 1%, HT1080NT lethal 3%, DRD3 agonist 0, SW480 rereplic 5%, IL1B secr inh 6 and KB-3-1 cytotox -1%.
CN(Cc1ccco1)S(=O)(=O)c1nnc(NC(=O)c2cccc(Cl)c2)s1 was read as KB-V1 cytotox inconclusive, HT1080 IDH1KD tx -14%, DRD3 antagonist 29, GLP-1R agonist -5%, HT1080NT lethal inconclusive, DRD3 agonist 14&-6, SW480 rereplic -3%, IL1B secr inh 9 and KB-3-1 cytotox 0%.
For O=C(Nc1ccc2c(c1)OCCO2)NC1CCCCC1 the results were KB-V1 cytotox 24%, HT1080 IDH1KD tx 11%, DRD3 antagonist 13, GLP-1R agonist -11%, HT1080NT lethal 13%, DRD3 agonist -2, SW480 rereplic -6%[9.22 µM], IL1B secr inh -15 and KB-3-1 cytotox 1%.
For CCCc1ccc(OCCNC(=O)c2ccco2)cc1 the results were KB-V1 cytotox -14%, HT1080 IDH1KD tx -8%, DRD3 antagonist 2, GLP-1R agonist 5%, HT1080NT lethal -1%, DRD3 agonist -5, SW480 rereplic -9%, IL1B secr inh -16 and KB-3-1 cytotox -9%.
`CCCc1c(C(=O)N/N=C(\CC)c2ccccc2)nnn1-c1nonc1N` gave KB-V1 cytotox 22%, HT1080 IDH1KD tx 0%, DRD3 antagonist 11, GLP-1R agonist 3%, HT1080NT lethal 0%, DRD3 agonist 9, IL1B secr inh -12 and KB-3-1 cytotox -1%.
N#Cc1nc(-c2ccccc2F)oc1NC1CCCCC1 was read as KB-V1 cytotox 11%, HT1080 IDH1KD tx -12%, DRD3 antagonist 8, GLP-1R agonist inconclusive, HT1080NT lethal 3%, DRD3 agonist -5, SW480 rereplic -3%, IL1B secr inh -4 and KB-3-1 cytotox 8%.
`CCN(CC)c1ccc(C2C(C(=O)OCCOC)=C(C)NC3=C2C(=O)CCC3)cc1` (stereo not drawn) gave KB-V1 cytotox 0%, HT1080 IDH1KD tx 0%, DRD3 antagonist 19, GLP-1R agonist -3%, HT1080NT lethal 0%, DRD3 agonist -7, SW480 rereplic 7%, IL1B secr inh -6 and KB-3-1 cytotox 1%.
Screening COc1cccc(C(O)c2nc(-c3cccc4cccnc34)cs2)c1 (stereo not drawn) returned KB-V1 cytotox -19%, HT1080 IDH1KD tx 0%, DRD3 antagonist 8, GLP-1R agonist 32%, HT1080NT lethal -1%, DRD3 agonist 11, IL1B secr inh -2 and KB-3-1 cytotox 0%.
CC1CCCCN1C(=O)c1cc(S(=O)(=O)N2CCCCC2)c[nH]1 (stereo not drawn) was read as KB-V1 cytotox -8%, HT1080 IDH1KD tx -1%, DRD3 antagonist 35, GLP-1R agonist 1%, HT1080NT lethal 19%, DRD3 agonist 3, SW480 rereplic 5%, IL1B secr inh 11 and KB-3-1 cytotox 14%.
O=C(NCc1ccccc1)C(c1ccco1)N1CCN(c2ccccc2F)CC1 (stereo not drawn) was read as KB-V1 cytotox inconclusive, HT1080 IDH1KD tx 10%, DRD3 antagonist 13, HT1080NT lethal 15%, DRD3 agonist 0, IL1B secr inh -59* and KB-3-1 cytotox -16%.
`O=C(O)CN1C(=O)SC(Nc2ccccc2C(=O)O)C1=O` (stereo not drawn) gave KB-V1 cytotox -8%, HT1080 IDH1KD tx 15%, DRD3 antagonist -5, GLP-1R agonist -6%, HT1080NT lethal 13%, DRD3 agonist 1, SW480 rereplic -4%[9.22 µM], IL1B secr inh 18 and KB-3-1 cytotox 23%.
For Cc1csc(=O)n1CC(=O)OCC(=O)Nc1ccccc1C(C)C the results were KB-V1 cytotox 0%, HT1080 IDH1KD tx 4%, DRD3 antagonist 6, GLP-1R agonist 3%, HT1080NT lethal 4%, DRD3 agonist 1, SW480 rereplic -23%, IL1B secr inh 8 and KB-3-1 cytotox 12%.
CN(C(=O)c1cccc(NC(=O)Cc2cccc(NC(=O)C3CCCN(C(=O)C4CCCCC4)C3)c2)c1)C1CC1 (stereo not drawn) was read as KB-V1 cytotox 1%, HT1080 IDH1KD tx 3%, DRD3 antagonist 18, GLP-1R agonist -4%, HT1080NT lethal 10%, DRD3 agonist 0, SW480 rereplic -3%, IL1B secr inh 19 and KB-3-1 cytotox -1%.
COc1cc(C(=O)OCC(=O)N2CCNC2=O)cc(Cl)c1OC was read as KB-V1 cytotox 19%, HT1080 IDH1KD tx 0%, DRD3 antagonist 3, GLP-1R agonist 3%, HT1080NT lethal -1%, DRD3 agonist 7, SW480 rereplic -3%, IL1B secr inh 13 and KB-3-1 cytotox 4%.
`CCOC(=O)N1CCN(C(=O)Cc2ccc(C)cc2)CC1` gave KB-V1 cytotox -6%, HT1080 IDH1KD tx 1%, DRD3 antagonist -58*, GLP-1R agonist -6%, HT1080NT lethal 5%, DRD3 agonist 1, SW480 rereplic -5%, IL1B secr inh -17 and KB-3-1 cytotox 2%.
Screening O=C(c1ccc(-n2cccc2)cc1)N1CCOCC1 returned KB-V1 cytotox 21%, HT1080 IDH1KD tx 0%, DRD3 antagonist 12, GLP-1R agonist -4%, HT1080NT lethal 14%, DRD3 agonist 2, SW480 rereplic -3%, IL1B secr inh -16 and KB-3-1 cytotox -24%.
O=Cc1ccc(OCc2ccc3c(c2)OCO3)cc1 was read as KB-V1 cytotox 3%, HT1080 IDH1KD tx -4%, DRD3 antagonist -5, GLP-1R agonist 8%, HT1080NT lethal -1%, DRD3 agonist -3, SW480 rereplic 11%, IL1B secr inh -10 and KB-3-1 cytotox -6%.
COc1ccccc1NC(=O)CSc1nnnn1Cc1ccccc1 was read as KB-V1 cytotox inconclusive, HT1080 IDH1KD tx -12%, DRD3 antagonist 11, GLP-1R agonist 13%, HT1080NT lethal 4%, DRD3 agonist -5, SW480 rereplic 3%, IL1B secr inh -3 and KB-3-1 cytotox -4%.
Screening COc1ccc(-c2nnc(NC(=O)c3cc(Cl)ccc3Cl)o2)cc1 returned KB-V1 cytotox -6%, HT1080 IDH1KD tx -27%, DRD3 antagonist 0, GLP-1R agonist -1%, HT1080NT lethal -12%, DRD3 agonist -3, SW480 rereplic 22%, IL1B secr inh 30 and KB-3-1 cytotox inconclusive.
O=C(NCCc1cccs1)C(c1ccccc1)c1ccccc1 was read as KB-V1 cytotox 2%, HT1080 IDH1KD tx 11%, DRD3 antagonist 17, GLP-1R agonist 5%, HT1080NT lethal 0%, DRD3 agonist 5, SW480 rereplic -4%, IL1B secr inh -7 and KB-3-1 cytotox -11%.
Cc1ccc(CN(C)C(=O)CC2C(=O)NCCN2CC2CCCCC2)cc1 (stereo not drawn) was read as KB-V1 cytotox 0%, HT1080 IDH1KD tx 14%, DRD3 antagonist 12, GLP-1R agonist 6%, HT1080NT lethal 5%, DRD3 agonist 0, SW480 rereplic -5%, IL1B secr inh 1 and KB-3-1 cytotox 13%.
Screening COC(=O)Cc1c(C)[nH]n(-c2cc(Cl)cc(Cl)c2)c1=O returned KB-V1 cytotox 5%, HT1080 IDH1KD tx inconclusive, DRD3 antagonist -10, GLP-1R agonist 10%, HT1080NT lethal inconclusive, DRD3 agonist 15, SW480 rereplic 2%, IL1B secr inh -65* and KB-3-1 cytotox -2%.
`O=C(O)c1[nH]c2ccc([N+](=O)[O-])cc2c1-c1ccccc1` gave KB-V1 cytotox 23%, HT1080 IDH1KD tx -5%, DRD3 antagonist -3, GLP-1R agonist -1%, HT1080NT lethal -12%, DRD3 agonist 2, SW480 rereplic -4%, IL1B secr inh 17 and KB-3-1 cytotox 0%.
